# PKA-R2B act: activators of human PKA-R2B complex. P22694+P31323. PKA-R2B holoenzyme dissociation, Cy5-IP20 fluorescence polarization; R2B truncated from residue 108, S112A mutant; 0% DMSO only, 100% 113 µM cGMP. activation, % at 11.4 µM. 0.079% of 340,000 active;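 active = activation above a cutoff set at the mean over all compounds plus 3 SD, cut at about 18% in these data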;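 also: higher means more holoenzyme dissociation and a rise in polarization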
# Target sequence (P31323 whole entry, looked up, other chains not shown, the tested form may be a part): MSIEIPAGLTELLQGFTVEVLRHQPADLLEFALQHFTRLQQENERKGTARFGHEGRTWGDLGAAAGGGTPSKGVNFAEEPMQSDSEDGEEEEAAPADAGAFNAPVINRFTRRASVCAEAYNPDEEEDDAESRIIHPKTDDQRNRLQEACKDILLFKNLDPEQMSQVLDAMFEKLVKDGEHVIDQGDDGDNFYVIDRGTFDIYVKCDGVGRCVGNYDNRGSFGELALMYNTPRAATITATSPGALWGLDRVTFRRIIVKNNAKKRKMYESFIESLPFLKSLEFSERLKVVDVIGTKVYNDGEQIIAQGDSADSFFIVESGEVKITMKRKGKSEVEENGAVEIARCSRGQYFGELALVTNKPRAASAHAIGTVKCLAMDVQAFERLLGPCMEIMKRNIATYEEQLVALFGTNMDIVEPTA
# C-LANA FP: KSHV C-LANA DNA binding inhibition | inhibition, % at 9 µM | AID 504423 | 0.078% of 340,000 active | MBP-C-LANA/FAM-LBS DNA binding, fluorescence polarization;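 active = highest replicate inhibition at or above 60% at 9 µM, even if other replicates fall short; inactive = all replicates below 60% inhibition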;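 also: 0% = neutral control wells and 100% = 4 µM acridine orange control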
# SR-BI DiI inh: mouse SR-BI HDL lipid transfer inhibition. inhibition, % at 12.5 µM. 0.96% of 320,000 active. ldlA[mSR-BI] CHO cells, DiI-HDL uptake fluorescence, 3 h. AID 488896. Q61009;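 active = mean replicate inhibition of at least 70% and a set share of replicates each scoring 70 or more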;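 also: 0% = median of neutral control wells and 100% = median of positive control wells; values of inactives mirror those of a sister screen read the other way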
# DAGLB inhibitor: blocks human DAGLB lipase activity | Q8NCG7 | inhibition, % at 5.17 µM | 0.059% of 340,000 active | HEK293T DAGLB membrane lysate, EnzChek fluorogenic substrate; in the data active = inhibition above about 34%;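 also: 0% = enzyme with vehicle and 100% = wells lacking enzyme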
# Target sequence (Q8NCG7 whole entry, looked up): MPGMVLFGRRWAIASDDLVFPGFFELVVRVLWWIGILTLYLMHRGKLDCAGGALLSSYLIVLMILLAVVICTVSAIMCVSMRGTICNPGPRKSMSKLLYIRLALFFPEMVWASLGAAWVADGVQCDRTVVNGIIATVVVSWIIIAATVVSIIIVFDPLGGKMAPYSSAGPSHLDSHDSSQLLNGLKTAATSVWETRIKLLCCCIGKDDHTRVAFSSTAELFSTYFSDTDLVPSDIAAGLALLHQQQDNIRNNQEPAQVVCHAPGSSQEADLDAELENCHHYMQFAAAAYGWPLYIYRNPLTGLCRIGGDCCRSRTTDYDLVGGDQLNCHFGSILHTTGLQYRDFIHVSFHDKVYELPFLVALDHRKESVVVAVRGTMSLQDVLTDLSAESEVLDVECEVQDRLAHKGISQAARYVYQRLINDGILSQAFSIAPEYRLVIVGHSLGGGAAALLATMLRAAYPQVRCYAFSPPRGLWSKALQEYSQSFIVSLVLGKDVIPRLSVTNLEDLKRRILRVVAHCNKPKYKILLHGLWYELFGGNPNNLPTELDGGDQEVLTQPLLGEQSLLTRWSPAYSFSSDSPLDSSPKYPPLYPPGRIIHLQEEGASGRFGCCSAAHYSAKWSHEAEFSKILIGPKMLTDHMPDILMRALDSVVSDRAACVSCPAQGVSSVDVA
# Arrestin-AP2 inh: inhibitors of human beta-arrestin and AP2 interaction | 0.31% of 340,000 active | inhibition, % at 10 µM | FITC-arrestin peptide / GST-AP2 beads, flow cytometry; AP2 beta2 appendage carries R879A mutation;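 active = inhibition above a set limit, near 3 SD of compounds lacking own fluorescence, cut at about 54% in these data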;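 also: plate controls were DMSO wells for no effect and 5 µM unlabelled arrestin peptide for full effect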
#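 System: GST-tagged AP2 beta2-adaptin appendage (R879A) on 4 µm glutathione beads / Reagent: FITC-arrestin peptide, 50 nM / Detection: HyperCyt-sampled flow cytometry, FL1 channel, ex 488/em 535 nm / Timing: 12 min plus 1 h, RT / Buffer or medium: PBS plus Tween 20 (0.05%) and BSA (0.1%)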
# Keap1-Nrf2 PPI: Keap1-Nrf2 (human) interaction inhibition | Q14145 | inhibition, % at 9.4 µM | AID 504523 | Keap1 Kelch-Nrf2 peptide fluorescence polarization, 1536-well | 0.15% of 340,000 active; in the data active = inhibition above about 12%;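 also: human Keap1 Kelch domain with fluorescein labeled Nrf2 9mer peptide probe; 0% = neutral control wells and 100% = peptide positive control; higher means more block of Keap1 binding to Nrf2 peptide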
# SR-BI DiI-HDL act: enhances SR-BI lipid uptake from DiI-HDL; CHO ldlA[mSR-BI] cells, DiI-HDL uptake fluorescence, 3 h; 100 = double the neutral-control signal; activation, % at 12.5 µM; 0.096% of 320,000 active;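 active = mean replicate activation of at least 60% and every replicate at or above 60%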;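 also: 0% = median plate neutral-control signal and 100% = twice that signal; values of inactives mirror those of a sister screen read the other way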
#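 Material: SR-BI-overexpressing, LDLR-lacking CHO cells; schedule: compound exposure 3 h, 37 °C; reagent: DiI-labelled HDL at 10 µg/mL final; technique: bottom-read fluorescence, 550/595 nm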
# NSD2 inh: inhibitors of human histone methyltransferase NSD2. NSD2 peptide methylation, AlphaScreen, 120 min. inhibition, % at 12.5 µM. 0.54% of 310,000 active. AID 743445; in the data active = inhibition above about 50%
# PvdQ inh: P. aeruginosa PvdQ acylase inhibition. 0.063% of 340,000 active. AID 488965. purified PvdQ acylase, fluorescence plate reader. inhibition, % at 10 µM; in the data active = inhibition above about 30%, passing the limit was not always enough;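 also: 0% = vehicle neutral wells and 100% = reference inhibitor wells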
# RTF Ca sens inh: cardiac RTF calcium desensitization; P19429+P45379; IANBD-labeled cardiac RTF, Ca2+ fluorescence; inhibition, % at 7.15 µM; 0.12% of 340,000 active;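 active = inhibition above the mean inhibition of all tested compounds plus 3 SD, cut at about 17% in these data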;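 also: assay run at fixed EC70 calcium of 1.6 mM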
# * = called active by the depositor; / = not tested or not shown.
# Values in the order: PKA-R2B act, C-LANA FP, SR-BI DiI inh, DAGLB inhibitor, Arrestin-AP2 inh, Keap1-Nrf2 PPI, SR-BI DiI-HDL act, NSD2 inh, PvdQ inh, RTF Ca sens inh
(1) COc1ccc(NS(=O)(=O)Cc2ccccc2)cc1OC
    -1, 2.0, 4, -1, -3, 0, -4, 4, -13, -1
(2) Cc1cc(C)nc(NS(=O)(=O)c2ccc(NC(=O)C3CC3)cc2)n1
    7, 0.6, /, -2, 8, 0, /, 3, 10, 2
(3) Cc1onc(-c2ccccc2Cl)c1C(=O)OCc1nnc(-c2ccccc2)o1
    -10, -1.3, 22, -5, 20, -3, -22, -1, -10, -16
(4) O=C(NCc1ccccn1)c1ccc(-c2ccccc2)cc1
    -1, -1.6, 6, -5, 53, 4, -6, 13, -5, -13
(5) COc1cccc(NC(=O)C2(S(=O)(=O)c3ccc(Cl)cc3)CC2)c1
    -1, 0.7, /, -4, -20, 2, /, -1, -9, 2
(6) COc1cc(NC(C)=O)c2ncccc2c1NC(C)=O
    3, -0.3, -2, -6, 1, 4, 2, -2, -9, -7
(7) CC(=O)n1cc([C@@H]2C=C(C(=O)Nc3ccccc3)O[C@H](OCCCCO)C2)c2ccccc21
    -8, 2.4, 22, -2, -3, -8, -22, /, 6, 11
(8) CC1CN(C(=S)Nc2ccc(S(N)(=O)=O)cc2)CC(C)O1 (centres undefined)
    2, 2.1, -27, -1, 35, -4, 27, /, 10, -2
(9) CCCn1c(SCC(=O)N2CCCCC2)nnc1C(C)C
    -1, 0.9, -1, 0, 56*, 0, 1, -1, 0, 1
(10) CC(=O)Nc1ccc(NC(=O)CSc2nccn2Cc2ccc(Cl)cc2)cc1
    2, -0.3, 10, 0, -15, -3, /, -1, -13, 3
(11) COc1ccc(CC(=O)NCC2CCCN(Cc3ccc(OC)cc3F)C2)cc1 (centres undefined)
    2, 0.7, 0, -2, 3, -4, 0, 3, -6, 2
(12) Cc1ccc(NCC(=O)Nc2cccc(S(=O)(=O)N(C)C)c2)c(Cl)c1
    3, -0.9, -3, -2, 2, -3, 3, 0, -9, -16
(13) COCCn1c(SCC(=O)NCCCN2CCCC2=O)nc2ccccc2c1=O
    -6, -0.2, -13, -1, -14, -4, 13, 0, -9, 6
(14) CCCCN(CCO)CCCC
    2, -0.4, 0, -1, -11, -2, 0, /, -11, 2
(15) CC1(C)CC(=O)C(N=Nc2cc(C(F)(F)F)ccc2Cl)=C(O)C1
    -9, -0.3, 2, -4, -8, 2, -2, 3, -17, -3
(16) CC(C)=CC(=O)Nc1ccc(Cl)cc1
    -8, -0.9, -9, -2, -6, -5, 9, -3, -7, -7
(17) CCN1CCN(c2ncnc3c2sc(=S)n3-c2ccccc2)CC1
    0, -0.2, -20, -3, -2, 3, 20, /, 0, -13
(18) COc1ccc(CCN=C(N)NS(=O)(=O)c2cc(F)ccc2OC)cc1
    9, 0.8, -17, 2, -15, 6, 17, -4, -12, -6
(19) Cc1ccc(/C=N/NC(=O)c2cccc3ccccc23)o1
    0, -1.1, /, 1, -13, 0, /, 0, -8, -19
(20) Cc1ccc(S(=O)(=O)Nc2cccc(NC(=O)CN3CCCCC3)c2)cc1
    -3, -0.9, -12, -3, 2, -4, 12, 1, 9, 9
(21) CCOC(=O)C1C(=O)Nc2nc3ccccc3n2C1C(C)C (centres undefined)
    5, -1.4, 3, -1, 7, -1, -3, 0, -12, -17
(22) CC(=O)Nc1ccc(CN2CCN(C3CCCCC3)C(CCO)C2)cc1 (centres undefined)
    7, -0.3, -24, 2, 33, 0, 24, -2, 8, -2
(23) C=CCn1c(C)cc(C(=O)COc2nncc3ccccc23)c1C
    -14, -0.1, 18, 3, -12, -6, -18, 3, -11, -12
(24) O=C(Cc1cccs1)NCCn1ccc2ccccc21
    -1, 2.5, -23, -1, 10, 1, 23, /, 8, -6
(25) O=C(NC1CCCC1)C1CC(=O)N(CCc2ccccc2)C1 (centres undefined)
    -2, 0.5, -6, 1, 25, 1, 6, -2, 11, 2
(26) O=S(=O)(NCC1CCCO1)c1ccc2c(c1)OCCO2 (centres undefined)
    -4, -1.1, -18, 1, 4, -6, 18, -1, 2, 1
(27) Cn1cc(S(=O)(=O)NC[C@H]2O[C@@H](n3cnc4c(N)ncnc43)[C@H](O)[C@@H]2O)cn1
    -1, -0.2, -4, -1, 10, 0, 4, /, 6, -6
(28) CCOC(=O)c1ccc(NC(=O)C(=O)NCCc2ccc(OC)cc2)cc1
    9, -0.9, 3, -3, 30, 1, -3, 13, 2, 4
(29) Cc1c(NC(=O)Nc2ccc3c(c2)OCO3)c(=O)n(-c2ccccc2)n1C
    12, -1.0, 1, 0, 4, -4, -1, 1, 3, -5
(30) CN(C)S(=O)(=O)c1cccc(C(=O)NC(=S)N(CCC#N)Cc2cccnc2)c1
    -4, 0.3, -10, -2, 3, -3, 10, -2, 8, 4
(31) COCCC(=O)N1CCC(Oc2ccc(C(=O)NCCSC)cc2)CC1
    -3, 2.9, -5, 0, 12, -5, 5, 0, -8, -7
(32) Cc1[nH]c(=O)[nH]c(=O)c1/C=N/NC(=O)CCCCCNC(=O)OC(C)(C)C
    -8, 1.1, /, 1, 12, 1, /, -13, 11, 2
(33) O=C(CN(CC1CCCO1)C(=O)CNS(=O)(=O)c1ccc(F)cc1)NCc1ccc(F)cc1 (centres undefined)
    3, -0.3, /, 0, 16, 1, /, 2, -5, 9
(34) Cc1ccc(-c2cc(N)n(-c3ccc(C)cc3)n2)cc1
    -15, -0.3, 9, -14, 3, -6, -9, -3, -11, -11
(35) CCc1cc(Cn2nc(-c3ccccc3)cc2C(=O)NCC2CC2)on1
    -7, 1.9, 21, -4, -2, 2, -21, /, -14, -3
(36) CCCCC(C(=O)NC1CCCC1)N(Cc1ccccc1)C(=O)c1snc(C(N)=O)c1N (centres undefined)
    -1, 0.1, -18, 2, 23, 0, 18, -6, 2, -4
(37) O=C(N/N=C/C(Cl)=C/c1ccccc1)c1ccc2c(c1)OCO2
    -2, -0.7, -3, -1, 14, -1, 3, -1, 11, -7
(38) CC1CCCC(NC(=O)CCC(=O)N2CCOc3ccccc32)C1C (centres undefined)
    -12, 1.1, -9, 2, 8, -3, 9, -3, 6, -4
(39) CC(=O)N1CCN(c2ccc(NCc3ccc(C)s3)cc2)CC1
    3, -0.5, 0, 6, 16, -3, 0, /, -13, -9
(40) CC1COC(C)(CC(=O)NN2C(=O)c3ccccc3C2=O)O1 (centres undefined)
    -8, -1.0, -18, -1, 9, 4, 18, 9, -2, 10
(41) CN(C)Cc1c(-c2ccc(Cl)cc2)nc2ccc(Cl)cn12
    -8, -0.9, 17, -7, 33, -3, -17, /, 7, 13
(42) O=C1CC(SCc2nc3ccccc3[nH]2)C(=O)N1c1ccc(F)c(Cl)c1 (centres undefined)
    2, -1.0, -5, 0, -4, -3, 5, 5, -8, -6
(43) CCN1CCN(S(=O)(=O)c2ccc(Cl)c(C(=O)Nc3ccccc3N3CCOCC3)c2)CC1
    1, 0.9, -4, 3, -10, 2, 4, 4, -6, -11
(44) CCCNc1ncnc2[nH]ncc12
    0, 7.6, -41, 1, 14, 2, 41, -2, 2, 0
(45) C=CCNC(=S)NNC(=O)c1ccccc1
    2, -0.4, 3, -1, 25, 2, -3, 0, -3, 9
(46) O=C(NCCc1ccc(F)cc1)C1CCCO1 (centres undefined)
    -5, 0.3, -10, 0, 17, 3, 10, 0, 3, -10
(47) Oc1c(CN2CCc3ccccc3C2)cc(Cl)c2cccnc12
    -1, 2.6, 36, 7, 4, -1, -36, /, -1, -2
(48) CCOC(=O)c1cccnc1SCC(=O)N(CC)c1cccc(C)c1
    2, -0.6, 13, 0, 5, 4, -13, -10, -2, -9
(49) Cc1ccc(-n2ncc3c(=O)n(CC(=O)N4CCCCCC4)cnc32)cc1
    -7, 1.3, -9, 1, -13, -8, 9, 2, -3, -5
(50) COc1ccc(OC)c(C(=O)NC(CC(N)=O)c2ccc(N3CCC(N4CCCCC4)CC3)c([N+](=O)[O-])c2)c1 (centres undefined)
    2, 0.2, 15, -4, -5, -1, -15, /, 2, 6
(51) COCCNc1nc(N)c([N+](=O)[O-])c(N2CCCCCC2)n1
    -3, 2.6, -10, 0, 1, -1, 10, -7, -15, -4
(52) CNC(=O)/C(C#N)=C/c1c(N2CCN(c3ccc(OC)cc3)CC2)nc2c(C)cccn2c1=O
    -2, 0.6, -15, 1, 3, -5, 15, 9, 11, -8
(53) O=[N+]([O-])c1ccc(SCc2ccco2)cc1N1CCOCC1
    -4, -1.5, 42, 2, 0, -4, -42, 28, -12, 3
(54) COc1ccc2c(C)cc(SCC(=O)NC3CCCCC3)nc2c1
    -11, 0.1, 19, -1, 6, -3, -19, -2, 4, 4
(55) O=C(N/N=C/c1ccccc1)c1[nH]c2ccc(Br)cc2c1-c1ccccc1
    3, 2.7, 30, -2, -8, 4, -30, 1, -2, -5
(56) O=C(COC(=O)CCNS(=O)(=O)c1ccccc1)NC1CC1
    19*, 1.7, -1, -1, 25, 2, 1, 1, 8, -6
(57) COC1=CC2(O)CCCC2=CC1=O (centres undefined)
    -10, 1.6, -20, 5, 20, -2, 20, /, -6, -12
(58) Cc1cccc(NC(=S)NC2CC3CCCC(C2)N3CC(C)C)c1C (centres undefined)
    -4, -1.3, -16, 3, 5, -1, 16, -1, -8, -28
(59) Cc1cccc(C(=O)OCC(=O)N2CCCCCC2)c1O
    -4, 1.1, -1, -10, -4, -7, 1, -3, 13, -3
(60) Oc1nc(-c2ccc(Br)cc2)n2ccncc12
    -6, 1.4, -27, 0, -3, -2, 27, 2, -6, -9

# The results go on:
# Values in the order: PKA-R2B act, C-LANA FP, SR-BI DiI inh, DAGLB inhibitor, Arrestin-AP2 inh, Keap1-Nrf2 PPI, SR-BI DiI-HDL act, NSD2 inh, PvdQ inh, RTF Ca sens inh
(61) CC(C)c1ccc(NC2CCCN(C(=O)c3cccc4nccnc34)C2)cc1 (centres undefined)
    -4, 0.6, -27, -1, -12, -2, 27, 2, -8, 1
(62) CCOCC(=O)Nc1cc(S(=O)(=O)N2CCOCC2)ccc1N1CCCCC1
    -2, 0.3, 1, -1, 27, 0, -1, 2, -2, 3
(63) CCOC(=O)C1CCCN(C(=O)c2ccc(Cl)cc2)C1 (centres undefined)
    -3, 0.8, -20, 0, -57, -3, 20, -4, -23, -14
(64) COc1cc(CN(C(=S)NCC(=O)N2CCCC2)C2CCCC2)cc(OC)c1OC
    -8, 1.0, 17, -1, -59, -3, -17, 5, -3, -12
(65) CC1(C(=O)NCCN2CCOCC2)C=CC2(CCCCC2)N1C(=O)c1ccccc1 (centres undefined)
    6, 0.9, -12, 1, -9, 3, 12, /, 13, -2

# Outcome played no part in choosing rows; overall some 2.1% were active at least once.
